Assay outcomes (PubChem)
NS5 inhibitors – Dengue-2 NS5 methyltransferase inhibitors, primary screen, biochemical, confirmation dose response (AID 588689). Dengue-2 NS5 methyltransferase capping enzyme assay, biochemical; higher % means a stronger effect. one-dose inhibition, % at 25 µM; IC50 in µM for titrated hits. hit rate 0.3% among 340,000; in the data active means a potency from the dose series; inconclusive means inhibition above about 29% without an active follow-up result
NOD2 inhibition – NOD2 signaling inhibitors, cell-based, luminescence, uHTS, HEK293 (AID 1566) | hit rate 0.63% among 290,000 | HEK293 NOD2/NF-kB luciferase reporter, luminescence; higher % means a stronger effect | one-dose inhibition, % at 4 µM; EC50 in µM for titrated hits; further: many of its hits are not listed in these tables
HIV fusion peptide – inhibitors of HIV fusion peptide binding, primary screen, biochemical, uHTS, fluorescence dequenching (AID 1986); cell-free peptide binding, fluorescence dequenching, 30 min; higher % means a stronger effect; inhibition, % at 20 µM; hits with a dose series show IC50 in µM; hit rate 0.3% among 290,000; in the data active means inhibition mostly above about 52%, no sharp cut-off; inactive means mostly below about 76%; further: some results filed as inactive read as strong as hits
Siah-1 displacement – Siah-1 peptide-binding antagonists, primary screen, biochemical, fluorescence polarization, rhodamine-plectin, uHTS (AID 1817); hit rate 0.02% among 290,000; Siah-1 / rhodamine-plectin peptide fluorescence polarization; higher % means a stronger effect; displacement, % at 20 µM; hits with a dose series show IC50 in µM;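 active means displacement of at least 50% at 20 µM, with a fluorescence ratio check between 0.3 and a set limit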;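 further: plate controls were Siah plus tracer with DMSO for no effect and tracer alone without Siah for full effect; strong numbers were not always called active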
LYP phosphatase – inhibitors of LYP phosphatase, biochemical, fluorescence intensity, uHTS (AID 1779); Tyrosine-protein phosphatase non-receptor type 22 (Homo sapiens); recombinant LYP phosphatase, fluorescence intensity; higher % means a stronger effect; inhibition, % at 11.5 µM; hits with a dose series show IC50 in µM; hit rate 0.054% among 290,000;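 further: plate controls were vehicle with enzyme for no effect and no enzyme for full effect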
Lipid droplet – inhibitors of hepatocyte lipid droplet formation, primary screen, imaging, high-throughput imaging, BODIPY stain. inhibition, % at 6.5 µM. AML12 mouse hepatocytes, oleate lipid droplets. hit rate 0.4% among 240,000;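 active means lipid droplet intensity inhibited by at least 50%, with more than 500 cells counted; inconclusive means wells with under 300 cells, treated as cytotoxic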
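Material: mouse AML12 hepatocyte cell line, fixed after treatment; Timing: compound with oleate, overnight; Technique: high-content imaging of BODIPY-stained droplets and DAPI nuclei; Probe or stimulus: oleate, 100 µM final; Dosing: compound at 6.5 µM only.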
Myeloid diff 2 – induction of myeloid progenitor differentiation, primary screen, cell-based, flow cytometry, MLPCN library. ER-HoxA9 myeloid progenitors, lysozyme-GFP differentiation. calls only at 10 µM. hit rate 1% among 360,000. AID 624256, 2012;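 active means normalized GFP-positive differentiation at or above the plate's own cutoff, the solvent-only control mean plus 3 SD; inconclusive means no clear call, values can overlap the other calls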;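 further: cells exposed to compound for four days before flow analysis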
XIAP displacement – XIAP antagonists, biochemical, IAP family, fluorescence polarization (AID 1018) | E3 ubiquitin-protein ligase XIAP (Homo sapiens) | XIAP BIR domain, fluorescence polarization peptide displacement; higher % means a stronger effect | displacement, % at 20 µM, or IC50 in µM where a hit was titrated | hit rate 0.007% among 200,000; in the data active means displacement above about 50%; further: a part of the inactive calls stands beside numbers as strong as those of hits
AID2073 – inhibitors of Mint1-CaV2.2 protein interaction, biochemical, HTRF (AID 2073); Voltage-dependent N-type calcium channel subunit alpha-1B (Homo sapiens); one-dose inhibition, % at 20 µM; IC50 in µM for titrated hits; HTRF protein-protein interaction, Mint1-CaV2.2; higher % means a stronger effect; hit rate 0.19% among 290,000; in the data active means inhibition mostly above about 51%, no sharp cut-off; inconclusive means no clear call, values can overlap the other calls; inactive means mostly below about 53%; further: some results filed as inactive read as strong as hits
Lipid droplet cells 6.5 µM – further read-out of Lipid droplet, marked with its call; cell count; measured here: cell count, cytotoxicity flag;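 cells counted across two imaged fields per well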
Myeloid diff 2 GFP+ MAC1+ % – further read-out of Myeloid diff 2, marked with its call; GFP+ MAC1+ double positive, %; measured here: differentiation confirmed by MAC1 staining
Numbers without * were called inactive; i = inactive; ? = inconclusive; nt = not tested or not shown; + = active, no number; & = joins results of further samples. Unless noted, no stated cut-off is given here; in the data, active means inhibition above about 50%; inactive means the rest. Some of the compounds tested; count on the stated rates, not on these rows.

SMILES	NS5 inhibitors	NOD2 inhibition	HIV fusion peptide	Siah-1 displacement	LYP phosphatase	Lipid droplet	Lipid droplet cells 6.5 µM	Myeloid diff 2	Myeloid diff 2 GFP+ MAC1+ %	XIAP displacement	AID2073
COc1cc(/C=C2\N=C(c3c(-c4ccccc4)noc3C)OC2=O)ccc1OC(C)=O	-22%	-2%	-1.2%	-5%	-6%	3	674	i	0.1	-8.0%	10%
CCOCCOC(=O)c1ccc(NC(=O)c2cc(OC)c(OC)c(OC)c2Br)cc1	-3%	12%	0.4%	4%	1%	-2	609	i	0.9	-5.7%	0%
CSc1nc2cc(Oc3cccc(Cl)c3Cl)c(Cl)cc2[nH]1	-3%	29%	0.8%	-1%	-1%	-32	711	i	1.9	-1.8%	2%
CC(=O)N1CCN(c2ccc(NC(=O)c3cccc(C)c3)cc2)CC1	-12%	17%	-1.7%	-2%	-8%	0	822	i	0.7	nt	2%
CCCc1c(O)nc(SCCN(CC)CC)[nH]c1=O	-5%	20%	2.4%	0%	-12%	16	732	i	0.7	-4.4%	5%
COC(=O)/C(=C\Nc1cccc(Cl)c1C)c1ncc(C(F)(F)F)cc1Cl	-1%	2%	-0.5%	3%	13%	8	771	i	0.6	-6.7%	13%
Cc1ccccc1NS(=O)(=O)c1nnc(NC(=O)CC(C)C)s1	-5%	-6%	-0.5%	-1%	-11%	7	811	i	0.2	nt	24%
COc1ccc(N2C(=O)CSC2c2ccc3c(c2)OCO3)c(OC)c1 (configuration not stated)	0%	10%	1.8%	4%	0%	1	705	i	0.6	-2.0%	-3%
CC(=O)N/N=C/c1cc(C(C)(C)C)cc(/C=N/NC(C)=O)c1O	nt	24%	23%	-3%	-1%	13	723	+	1.2*	-1.8%	14%
N#Cc1c2c(c(NCc3ccco3)n3c1nc1ccccc13)CCC2	nt	6%	-0.5%	1%	-8%	nt	nt	i	0.9	-2.1%	1%
CSc1n[nH]c(NC(C)=O)n1	-2%	7%	31%	-3%	1%	nt	nt	i	1.4	-1.1%	2%
CCOc1ccc(/C=C/C(=O)N(CC)CC(=O)Nc2ccc3c(c2)OCCO3)cc1OCC	-1%	19%	-0.2%	-1%	-7%	-2	663	i	2.1	nt	-1%
Cc1c(NC(C)c2ccccc2O)c(=O)n(-c2ccccc2)n1C (configuration not stated)	-3%	1%	0.3%	2%	5%	10	782	i	0.7	-4.2%	7%
CCC(C)NS(=O)(=O)c1ccc(NS(C)(=O)=O)cc1 (configuration not stated)	1%	1%	2.4%	0%	6%	-6	656	i	1.3	-7.1%	-2%
CCn1c(C)cs/c1=N\C(=S)Nc1ccccc1C	2%	2%	-0.5%	5%	1%	-2	606	i	1.3	-2.1%	0%
O=C(CN1C(=O)c2cccc3cccc1c23)Nc1ccccc1	2%	13%	0.6%	-4%	-9%	3	664	i	0.6	-7.5%	1%
COC(=O)c1c(C(=O)OC)c(-c2ccccc2)n2c1CCC2	2%	24%	-0.3%	0%	-5%	nt	nt	i	15	-5.1%	12%
C/C(=N\NC(=O)c1ccccn1)c1ccc(Cl)cc1	nt	-93%	1.3%	0%	-3%	1	617	i	0.4	nt	-1%
CNc1nc(-c2ccccn2)nnc1-c1ccccc1	6%	-131%	0.8%	3%	-7%	10	766	i	1.2	-4.3%	-4%
COCc1nnc(NC(=O)C2CC(=O)N(CCc3ccc(F)cc3)C2)s1 (configuration not stated)	3%	-9%	1.6%	-5%	-7%	8	717	i	0.6	nt	-8%
COc1ccc(-n2nnnc2SCC(=O)Nc2nnc(C)s2)cc1	-6%	-2%	0.9%	-2%	-3%	-8	806	+	3.6*	-2.9%	-11%
O=C(CCC(=O)Nc1cccc(Cl)c1)N/N=C/c1cc([N+](=O)[O-])ccc1O	-3%	27%	6.4%	-12%	-3%	-4	714	i	0.5	-16%	-1%
N#Cc1ccccc1Sc1ccccc1C(=O)OCC(N)=O	-1%	10%	-0.4%	10%	-5%	22	700	i	0.5	-6.3%	-16%
COc1ccc(N(CC(=O)NCc2ccncc2)S(=O)(=O)c2ccc(C)c([N+](=O)[O-])c2)cc1	-5%	3%	2.5%	-1%	-1%	0	773	i	0.1	nt	11%
CCN1CCN(Cc2ccc(NC(=O)c3ccc(C)c(NC(=O)c4c[nH]c5cc(C(F)(F)F)ccc5c4=O)c3)cc2C(F)(F)F)CC1	-3%&-7%	28%	33%	2%	-14%	4	695	i	0.2	nt	28%
Cc1ccc(S(=O)(=O)c2nc(-c3ccccc3F)oc2N2CC(C)OC(C)C2)cc1 (configuration not stated)	-11%	3%	-0.6%	9%	-5%	-2	843	i	0.5	nt	0%
CCC1CCCCN1CCCNC(=O)CSc1nc2nc(C)c(Cc3ccccc3)c(C)n2n1 (configuration not stated)	-2%	-11%	2.2%	-1%	4%	-5	810	i	0.6	nt	-6%
CC(C)(C)C1(C)OC(C(=O)NC2CCCCC2)C(C(=O)NC2CCCCC2)O1 (configuration not stated)	1%	21%	-1.4%	0%	-9%	nt	nt	i	8.1	-3.2%	35%
O=[N+]([O-])c1ccc(CSc2nnc(Cc3ccccc3)n2-c2ccc(F)cc2)cc1	0%	-8%	-2.2%	1%	-2%	0	535	+	0.8*	-1.8%	0%
CC(C)OCC1CC(CC(=O)Nc2ccc([N+](=O)[O-])cc2)C(=O)O1 (configuration not stated)	-1%	-30%	0.8%	3%	0%	-1	653	i	0.3	-1.8%	6%
O=C(Nc1ccc(S(=O)(=O)NCc2ccccc2)cc1)c1ccccc1[N+](=O)[O-]	-2%	11%	-1.2%	0%	-4%	9	647	i	1.2	2.1%	5%
CCN1CCN(c2nc3c(c(=O)[nH]c(=O)n3C)n2CCCSc2ncccn2)CC1	0%	-2%	-0.4%	0%	-8%	nt	nt	i	0.6	-6.0%	-2%
Cc1ccc(N2C(=O)c3ccc(C(=O)N4CCN(Cc5ccccc5)CC4)cc3C2=O)cc1	-21%	21%	0.2%	8%	-6%	5	766	i	0.8	nt	-6%
CC(C)[C@@H](C(=O)N1CCNCC1)n1cc(CCO)nn1	-3%	16%	0.1%	-1%	-11%	6	735	i	0.2	0.7%	6%
COc1ccc(CN(CCC(c2ccco2)C(C)C)C(C)=O)cc1OC (configuration not stated)	-15%	18%	-1.3%	3%	-2%	5	688	i	0.8	nt	2%
COc1ccc(NC(=O)CN(C)CC(=O)Nc2ccccc2SC)cc1	-1%	-4%	1.7%	5%	-3%	0	602	i	0.6	0.4%	6%
O=C(CN1C(=O)/C(=C/c2ccc(C(F)(F)F)cc2)Sc2ccccc21)NCCCN1CCOCC1	-6%	18%	-1.5%	0%	-12%	-3	658	i	0.8	nt	3%
O=C(/C=C/c1cc2c(cc1Br)OCO2)NCc1ccc(Cl)cc1	-3%	-16%	-3.4%	1%	-2%	nt	nt	i	3.5	-3.7%	-1%
CN(C)CCNC(=O)c1c(NC(=O)c2ccccc2)sc2c1CCCC2	5%	34%	-1.4%	-2%	-7%	2	761	i	0.3	nt	4%
CCC/C(=N\NC(=O)CNC(=O)/C=C/c1ccco1)c1ccccc1	-8%	7%	-3.0%	-6%	0%	-21	495	i	0.9	-5.4%	-21%
Cc1ccc(NC(=S)Nc2ccc(S(=O)(=O)Nc3ncccn3)cc2)c(C)c1	1%	7%	-0.8%	0%	2%	4	705	i	0.1	nt	-11%
N#Cc1ccc(C(=O)NC23CC4CC(CC(C4)C2)C3)cc1	1%	10%	-1.5%	-3%	-8%	nt	nt	i	0.3	nt	35%
O=C(CSc1nnnn1-c1ccccc1)c1ccc(O)cc1O	-10%	-11%	0.4%	-2%	-1%	13	695	i	0.4	nt	-20%
CCc1ccc2c(c1)cc(CN(C(=S)Nc1ccccc1C)C1CC1)c1nnnn12	5%	2%	2.1%	-3%	0%	-32	643	i	3.7	-11%	4%
COc1ccccc1NC(=O)C(=O)c1cn(CC(=O)N2CCCC2)c2ccccc12	-3%	-18%	0.9%	-4%	-5%	-6	715	i	1.1	nt	6%
Cc1ccc(NC(=S)NNC(=S)Nc2cccc(C(F)(F)F)c2)cc1	-10%	-60%	2.1%	-3%	4%	10	757	i	0.3	nt	-6%
O=C(CC(c1ccccc1)c1cc(Br)ccc1O)NCc1ccco1 (configuration not stated)	-6%	5%	2.5%	-2%	4%	-26	800	i	0.6	-11%	12%
Cc1ccc(NC(=O)Nc2ccc3c(c2)nnn3C)cc1C	5%	-24%	2.4%	-7%	-2%	nt	nt	i	0.9	nt	24%
Cc1cccc(C(=O)n2c(=S)nc3ccccn32)c1	18%	-169%	0.4%	-2%	2%	4	748	i	2.3	-0.5%	29%
Cc1cc(C)n(C(=O)c2cc3ccccc3c(=O)o2)n1	-1%	-13%	2.1%	3%	1%	nt	nt	i	0.7	-2.0%	-8%
O=C(COC(=O)c1cccc(S(=O)(=O)N2CCOCC2)c1)c1ccccc1	-7%	-2%	0.1%	-4%	-4%	-1	811	?	nt	nt	-1%
N#CCCn1cnc2c(=S)nc[nH]c21	-1%	-3%	-0.4%	-4%	-2%	-12	613	+	7.4*	-4.8%	-10%
O=C(CNS(=O)(=O)c1ccccc1)OCC(=O)c1ccc(Br)cc1	-8%	7%	-0.3%	5%	-8%	7	750	i	1.2	nt	3%
CCSc1ncc(Cl)c(C(=O)Nc2ccc(S(N)(=O)=O)cc2)n1	-2%	10%	-0.7%	-2%	-6%	-1	666	i	0.9	nt	0%
CC(C)N(Cc1ccccc1)C(=S)Nc1cccnc1	-3%	-20%	0.2%	-2%	-6%	23	643	i	0.3	-3.4%	-25%
O=C(Cc1cccs1)NCCc1ccc(F)cc1	-13%	8%	0.4%	3%	-10%	-7	812	i	2.0	nt	-2%

Three entries out of the list above, arranged by the value under LYP phosphatase, highest first:
smiles	NS5 inhibitors	NOD2 inhibition	HIV fusion peptide	Siah-1 displacement	LYP phosphatase	Myeloid diff 2 GFP+ MAC1+ %	XIAP displacement	AID2073
Cc1cc(C)n(C(=O)c2cc3ccccc3c(=O)o2)n1	-1%	-13%	2.1%	3%	1%	0.7	-2.0%	-8%
O=C(COC(=O)c1cccc(S(=O)(=O)N2CCOCC2)c1)c1ccccc1	-7%	-2%	0.1%	-4%	-4%	nt	nt	-1%
CCSc1ncc(Cl)c(C(=O)Nc2ccc(S(N)(=O)=O)cc2)n1	-2%	10%	-0.7%	-2%	-6%	0.9	nt	0%
